# zfTRPN1 agonist = zebrafish TRPN1 channel agonists, primary screen, cell-based, HEK293, calcium fluorescence; transient receptor potential cation channel N1 (TRPN1/NompC), Danio rerio; 220,000 tested, 0.18% active; HEK293 zebrafish TRPN1-YFP, Fluo-8 calcium fluorescence; 100% = response to 87 µM carbachol; AID 1424, 2008; activation, % at 3 µM;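 active means activation above its plate's cutoff, the mean activation of test wells on that plate plus 3 SD, cut at about 19% in these data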;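 further: 0% = DMSO alone and 100% = 87 µM carbachol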
#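 System: zebrafish TRPN1-YFP in HEK293 cells / Dosing: 3 µM single point / Timing: dye loading 1 h at 37 °C, then 30 min room temperature / Signal: Fluo-8 calcium fluorescence, excitation 470-495 nm, emission 515-575 nm / Read-out basis: percent activation from peak over basal fluorescence ratio, control-normalized / Control set: high carbachol 87 µM, low DMSO alone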
# RBBP9 inhibitor = human RBBP9 inhibitors, primary screen, biochemical, fluorescence polarization, FP-Rh probe, HTS; recombinant RBBP9; AID 1515, 2009; 220,000 tested, 0.2% active; Serine hydrolase RBBP9 (Homo sapiens), O75884; inhibition, % at 7.94 µM;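 active means inhibition above the campaign mean of all tested compounds plus 3 SD, cut at about 14% in these data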;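 further: plate controls were DMSO wells with RBBP9 for no effect and wells lacking RBBP9 protein for full effect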
# Target sequence (O75884 whole entry, looked up): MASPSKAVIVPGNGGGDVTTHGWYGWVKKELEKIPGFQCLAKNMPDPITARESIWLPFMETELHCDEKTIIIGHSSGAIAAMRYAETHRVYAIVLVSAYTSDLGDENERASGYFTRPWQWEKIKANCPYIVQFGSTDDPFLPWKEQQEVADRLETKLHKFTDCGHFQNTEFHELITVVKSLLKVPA
#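 system = RBBP9 protein | input = RBBP9 at 2.5 µM in dispensed solution, before mixing | measured by = fluorescence polarization (mP), excitation 525 nm, emission 598 nm | incubation = enzyme-compound preincubation 30 min, then probe labeling 45 min, 25 °C | buffer or medium = Tris-NaCl-Pluronic buffer, pH 8.0 | compound = single dose 7.94 µM | also added = FP-Rh probe, 375 nM dispensing solution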
# PPC-1+TRAIL kill = compounds killing PPC-1 cancer cells with TRAIL present, primary screen, TRAIL potentiator project, ATPLite luminescence, uHTS. cell killing (% activity), % at 4 µM. 220,000 tested, 0.41% active. PPC-1 cells + TRAIL, ATPLite viability luminescence. AID 1443, 2008;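 active means cell killing above 50% in the first pass at 4 µM, then a duplicate retest at 5 µM averaging 50% or more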;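 further: plate controls were cells with TRAIL plus DMSO for no effect and medium-only wells lacking cells for full effect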
# Ba/F3 V617F tox = reduced viability of JAK2V617F-dependent Ba/F3 cells, primary screen, JAK2V617F inhibitor project, cell-based, Ba/F3 EpoR-JAK2V617F, luminescence; ATP luminescence; inhibition, % at 5.6 µM; 220,000 tested, 1.1% active; AID 1446, 2008;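 active means inhibition above the campaign mean plus 3 SD over all tested compounds, cut at about 24% in these data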;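 further: cytokine-independent growth of Ba/F3 cells driven by EpoR plus mutant JAK2; 0% = DMSO-treated cells and 100% = JAK inhibitor I control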
# BaF3 parental = parental Ba/F3 cell viability inhibition, counter-screen for JAK2V617F inhibitor project, murine pro-B, CellTiter-Glo luminescence. CellTiter-Glo ATP luminescence. inhibition, % at 5.6 µM. 220,000 tested, 1.1% active;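 active means inhibition above a per-campaign cutoff, the mean inhibition of all tested compounds plus 3 SD, cut at about 27% in these data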;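 further: 0% = DMSO wells and 100% = JAK Inhibitor I control wells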
# TRPML3 agonist = human TRPML3 channel agonists, primary screen, cell-based, HEK293 TRPML3-YFP, Fluo-8 calcium fluorescence, 3 µM; 100% = the carbachol control signal; activation, % at 3 µM; 220,000 tested, 0.29% active;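 active means activation above its plate's cutoff, the mean activation of the plate's test wells plus 3 SD, cut at about 12% in these data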;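 further: 0% = DMSO only wells and 100% = carbachol wells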
#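 Test system: HEK293 cells stably carrying human TRPML3-YFP; Doses: single dose, 3 µM final nominal compound, 0.3% DMSO final; Schedule: dye loading 1 h 37 °C then 30 min ambient, 125 s read; Technique: Fluo-8 calcium fluorescence; Benchmarks: high control carbachol 87 µM, low control DMSO.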
# CHOP inhibitor = inhibitors of CHOP promoter induction, primary screen, cell-based, unfolded protein response, luciferase reporter; 220,000 tested, 3.8% active; AID 2732, 2010; CHO-K1 CHOP-promoter luciferase, tunicamycin-induced, 15-18 h; inhibition, % at 10 µM;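 active means compounds that reduced the stress-induced luciferase reporter signal by more than about 70% of percent inhibition, limit read from the data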;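 further: 0% = tunicamycin plus vehicle and 100% = wells without tunicamycin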
# Wee1 stabilizer = Wee1 degradation inhibitors, primary screen, cell-based, HeLa, Wee1K328M-luciferase, luminescence | Wee1-like protein kinase (Homo sapiens), P30291 | HeLa Luc-Wee1K328M stability; 100% = proteasome inhibitor MG132 effect | reporter increase, % at 5 µM | 220,000 tested, 1.2% active;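 active means activation above the mean of all tested compounds plus 3 SD, set per screening run, cut at about 8.8% in these data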;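 further: cells exposed to compound for 20 h before luminescence read; 0% = DMSO alone and 100% = MG132 at 30 µM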
# Target sequence (P30291 whole entry K328M): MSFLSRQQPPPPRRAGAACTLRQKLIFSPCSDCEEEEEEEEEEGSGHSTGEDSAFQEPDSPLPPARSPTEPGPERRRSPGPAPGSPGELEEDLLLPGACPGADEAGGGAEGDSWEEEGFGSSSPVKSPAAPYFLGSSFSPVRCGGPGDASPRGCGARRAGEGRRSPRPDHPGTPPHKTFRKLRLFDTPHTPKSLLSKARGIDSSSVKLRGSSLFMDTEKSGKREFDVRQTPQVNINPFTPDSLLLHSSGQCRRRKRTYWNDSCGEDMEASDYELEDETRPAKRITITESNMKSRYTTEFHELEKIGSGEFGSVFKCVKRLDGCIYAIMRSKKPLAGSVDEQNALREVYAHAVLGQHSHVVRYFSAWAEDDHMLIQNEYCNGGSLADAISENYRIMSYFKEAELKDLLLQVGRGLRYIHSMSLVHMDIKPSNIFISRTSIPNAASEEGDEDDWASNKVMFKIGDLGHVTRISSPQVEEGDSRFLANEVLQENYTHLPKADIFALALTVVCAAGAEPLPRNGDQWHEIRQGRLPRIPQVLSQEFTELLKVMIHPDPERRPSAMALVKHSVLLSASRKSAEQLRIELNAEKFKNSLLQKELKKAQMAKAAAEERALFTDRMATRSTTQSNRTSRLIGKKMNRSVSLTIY
# TNF death inh = inhibitors of TNF-alpha triggered necroptosis, primary screen, cell-based, Jurkat FADD-/-, single concentration; AID 463075, 2010; Jurkat FADD-/- TNF necroptosis rescue, ATP luminescence, 24 h; 0 = TNF only, 100 = no-TNF cells; activation (protection from cell death), % at 10 µM; 220,000 tested, 0.068% active;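 active means activation, meaning protection from cell death, of at least 50% relative to plate controls; inactive means activation below 50%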;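 further: necroptosis triggered by 40 ng/mL TNF-alpha added together with compound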
# * = called active by the depositor; x = no result given; [ ] = remark or other dose. Compounds as they come; overall some 6.8% were active at least once.
SMILES,zfTRPN1 agonist,RBBP9 inhibitor,PPC-1+TRAIL kill,Ba/F3 V617F tox,BaF3 parental,TRPML3 agonist,CHOP inhibitor,Wee1 stabilizer,TNF death inh
COc1ccccc1NS(=O)(=O)c1ccc(O)c(C(=O)OCC(=O)c2ccc(Cl)cc2Cl)c1,0.6,-6,19,-1,7,0.5,19,5,-0.1
CCOC(=O)c1c(NC(=O)CCC(=O)O)sc2c1CC(C)(C)OC2,-1.2,3,4,1,7,0.9,-3,7,-0.8
Cc1ccc(Nc2nc3ccccc3c(=O)s2)cc1,0.5,-7,-6,2,12,-0.5,12,-1,-0.6
CCC(CC)NC(=O)C1CCN(S(=O)(=O)c2cccs2)CC1,-0.1,-2,8,4,8,0.2,11,0,-0.6
O=C(C1CCC(CNc2c(N3CCCC3)c(=O)c2=O)CC1)N1CCc2ccccc21 (stereo not given),-1.2,-8,15,4,3,-0.2,-6,0,-4.9
CN/S(=N/S(=O)(=O)c1ccccc1)c1ccc(C)cc1 (stereo not given),-1.8,0,-16,-7,0,0.3,-4,-3,0.9
CCCNS(=O)(=O)c1ccc(CCC(=O)N2CCN(CC)CC2)cc1,-0.7,-1,-4,-2,3,0.7,0,-1,-0.9
O=C(CNC(=O)c1cc2c(s1)CCC2)Nc1ccccc1Br,0.1,-6,5,3,6,0.0,-17,6,0.3
Cc1nn(Cc2ccccc2)c(C)c1NC(=O)CSc1nc2sc3c(c2c(=O)n1C)CCC3,-0.5,-6,x,-2,2,0.8,x,3,0.0
O=C(O)c1cccc(S(=O)(=O)Nc2ccc([N+](=O)[O-])cc2O)c1,0.8,-12,10,-5,1,0.9,-4,-1,-0.4

# 4 compounds already listed, sorted by the value under CHOP inhibitor, highest first:
compound	CHOP inhibitor
Cc1ccc(Nc2nc3ccccc3c(=O)s2)cc1	12
CCC(CC)NC(=O)C1CCN(S(=O)(=O)c2cccs2)CC1	11
O=C(O)c1cccc(S(=O)(=O)Nc2ccc([N+](=O)[O-])cc2O)c1	-4
O=C(C1CCC(CNc2c(N3CCCC3)c(=O)c2=O)CC1)N1CCc2ccccc21 (stereo not given)	-6

# The listing continues:
SMILES,zfTRPN1 agonist,RBBP9 inhibitor,PPC-1+TRAIL kill,Ba/F3 V617F tox,BaF3 parental,TRPML3 agonist,CHOP inhibitor,Wee1 stabilizer,TNF death inh
O=C(NC1CC1)c1ccc(CS(=O)(=O)c2c(Cl)cccc2Cl)o1,0.2,2,8,6,8,-0.6,25,4,0.0
O=C(Nc1ccc(Cl)cc1)N1CCSc2ccccc21,0.1,2,12,-3,1,-0.5,-6,-1,0.6
Cc1nc2ccccc2c(=O)n1/N=C/c1c(O)ccc2oc3c(c12)CCCC3,-0.8,19*,12,-3,1,0.0,10,3,-2.5
Cc1ccccc1OCC(=O)N1CCCc2ccccc21,-0.2,-1,29,-1,6,0.2,29,-1,0.7
Cc1ccccc1-c1n[nH]c(=S)n1Cc1ccccc1,-1.4,-11,7,1,1,-0.6,15,-4,-0.6
O=C(CSc1nnnn1C1CCCC1)Nc1ccc2c(c1)OCCO2,0.3,-3,-10,2,1,-0.5,24,-2,1.6
C=CCNC(=O)COC(=O)CNC(=O)c1cc(Cl)cc([N+](=O)[O-])c1,-1.0,-7,-11,-9,-6,0.5,-11,-1,0.1
COc1ccc(C(=O)c2coc(-c3ccccc3C(=O)O)c2C(=O)O)cc1,-0.8,-8,7,-2,-1,0.5,-1,-2,2.5
O/N=C1\CC(O)Cc2nonc21 (stereo not given),0.5,3,-4,-4,0,-0.1,-8,-1,0.1
Cc1ncc([N+](=O)[O-])n1CCOC(=O)NC(NCc1cccnc1)C(Cl)(Cl)Cl (stereo not given),-1.1,1,7,0,-2,0.2,1,-2,1.5

# Part of the list above, with tabs.
mol	zfTRPN1 agonist	RBBP9 inhibitor	PPC-1+TRAIL kill	Ba/F3 V617F tox	BaF3 parental	TRPML3 agonist	CHOP inhibitor	Wee1 stabilizer	TNF death inh
C=CCNC(=O)COC(=O)CNC(=O)c1cc(Cl)cc([N+](=O)[O-])c1	-1.0	-7	-11	-9	-6	0.5	-11	-1	0.1
O=C(CSc1nnnn1C1CCCC1)Nc1ccc2c(c1)OCCO2	0.3	-3	-10	2	1	-0.5	24	-2	1.6
O/N=C1\CC(O)Cc2nonc21 (stereo not given)	0.5	3	-4	-4	0	-0.1	-8	-1	0.1

# Next results:
SMILES,zfTRPN1 agonist,RBBP9 inhibitor,PPC-1+TRAIL kill,Ba/F3 V617F tox,BaF3 parental,TRPML3 agonist,CHOP inhibitor,Wee1 stabilizer,TNF death inh
O=C(NCC(c1cccnc1)N1CCN(c2ccc(F)cc2)CC1)C1CCCCC1 (stereo not given),-0.6,1,-9,0,4,-0.1,26,0,0.9
Cc1cccc(NC(=O)CN2C(=O)N/C(=C\c3ccc(-c4cccc(C(=O)O)c4)o3)C2=O)c1,1.1,0,-2,-2,0,0.7,4,-2,1.5
O=C(CCl)Nc1ccccc1C(=O)Nc1ccc2c(c1)OCO2,0.9,-4,44,1,-1,0.4,-37,1,-16
Cc1ccc(C(=O)Nc2cccc(S(=O)(=O)N3CCOCC3)c2)cc1[N+](=O)[O-],2.9,-10,15,2,3,0.8,18,0,0.3
CC(NC(=O)c1ccc(Cl)cc1)C(=O)NC1=NCCS1 (stereo not given),0.6,-3,6,1,6,-0.5,49,-1,0.5
CCCCc1nnc(NC(=O)CS(=O)(=O)Cc2ccccc2)s1,-0.8,-3,3,-2,2,-0.4,56,2,0.6
Cc1c(C(=O)Nc2ccccn2)oc2ccccc12,-0.5,-8,36,1,8,0.1,-10,7,-2.1
CC(C)(C)c1ccc(/C=C/C(=O)N2CCCCC2)cc1,-2.6,9,-20,-3,1,-1.0,-8,4,0.8
Cc1ccccc1S(=O)(=O)c1c(C)cc(C)n(C(C)C)c1=O,-1.9,-2,22,-1,5,30*,39,0,-1.5
COc1cccc(/C=C/C(=O)NNC(=O)CCN2CCN(Cc3ccccc3)CC2)c1,1.7,-4,11,2,-1,0.5,-3,2,-22
Cc1cccc(-c2cc(N)n(-c3ccccc3)n2)c1,-2.0,0,28[5 µM],-2,5,-0.9,-7,-2,4.9
COc1ccc(NC(=O)c2nnn(Cc3ccc(SC)cc3)c2N)c(OC)c1,4.7,1,-12,0,6,4.0,34,2,-0.1
O=C(CSc1nc2ccccc2c(=O)n1-c1ccccc1)N1CCC1,-0.9,-4,-13,-4,-2,0.2,19,-1,-0.3
Cc1ccc(CNC(=O)COC(=O)[C@@H]2CC(O)CN2S(=O)(=O)c2ccc3c(c2)OCCO3)cc1 (stereo not given in full),0.2,-3,8,-1,1,0.5,13,-3,1.4
CC1(C)CC(=O)C(C(=S)Nc2ccccc2)=C(NCCN2CCOCC2)C1,0.8,-6,23,0,35*,0.1,7,2,-1.6
COC(=O)c1[nH]c2cccc(OC)c2c1NC(=O)CCN1CCC(C)CC1,-0.3,-11,-2,3,1,-0.9,49,-2,1.4
CCOc1ccccc1N1CCN(C(=O)c2cc[n+]([O-])cc2)CC1,0.4,-9,28,6,7,0.1,10,0,-3.2
Cc1cc(N2C(=O)C(O)=C(C(=O)c3cccs3)C2c2cccc(Br)c2)no1 (stereo not given),0.4,9,10,0,-4,-0.1,9,2,0.0
C=CCOc1ccc(CNC(C)(C)C)cc1OC,1.4,-4,1,6,2,-0.2,10,-2,0.7
O=c1c2cc(NC(=S)NCCN3CCCCCC3)ccc2nc2n1CCCCC2,-0.9,-5,18,1,4,1.1,8,-1,1.4
COCCN(C(=O)CSc1nnc(C)n1-c1ccccc1)c1c(N)n(Cc2ccccc2)c(=O)[nH]c1=O,-0.7,-11,26,-1,0,0.4,12,2,1.6
CC1(NC(=S)Nc2ccc3ccccc3c2)CCS(=O)(=O)C1 (stereo not given),1.4,2,13,1,-2,0.8,7,-3,-0.8
CCOc1ccc(NC(=O)c2ccc(F)c(S(=O)(=O)N3CCN(c4ccccn4)CC3)c2)cc1,-0.1,-11,19,4,5,-0.3,58,-2,-3.8
Cc1ccccc1S(=O)(=O)Nc1ncc(C(F)(F)F)cc1Cl,0.4,-9,13,1,0,0.6,-8,-2,1.4

# Two entries picked at random from those above, as already listed:
SMILES,zfTRPN1 agonist,RBBP9 inhibitor,PPC-1+TRAIL kill,Ba/F3 V617F tox,BaF3 parental,TRPML3 agonist,CHOP inhibitor,Wee1 stabilizer,TNF death inh
Cc1nc2ccccc2c(=O)n1/N=C/c1c(O)ccc2oc3c(c12)CCCC3,-0.8,19*,12,-3,1,0.0,10,3,-2.5
Cc1ccccc1S(=O)(=O)c1c(C)cc(C)n(C(C)C)c1=O,-1.9,-2,22,-1,5,30*,39,0,-1.5
